# Screening data (PubChem)
# Pin1 inhibitor: qHTS Assay to Find Inhibitors of Pin1 | Peptidyl-prolyl cis-trans isomerase NIMA-interacting 1 (Homo sapiens), Q13526 | Pin1 FP peptide displacement, HiFluor488, 10 min | Potency, µM (titrated, usually from 115 µM), without a hit: at the top dose activity, negative = inhibition, actives largely listed as inhibitors | 0.009% of 390,000 active | AID 504891, 2011; active = well fitted inhibition curve with a large enough effect in the polarisation, with a control signal flat, not every such curve was filed as active; inconclusive = small, poorly fitted or top-dose-only effect, or effect the other way, or a change in a side signal; inactive = no such curve, though single readings can be large or run the other way; the % refers to the polarisation; note: potency is the fitted concentration of half-maximal effect; % is set by controls: 0 for no effect and ±100 for the full control effect
# Target sequence (Q13526 whole entry, looked up): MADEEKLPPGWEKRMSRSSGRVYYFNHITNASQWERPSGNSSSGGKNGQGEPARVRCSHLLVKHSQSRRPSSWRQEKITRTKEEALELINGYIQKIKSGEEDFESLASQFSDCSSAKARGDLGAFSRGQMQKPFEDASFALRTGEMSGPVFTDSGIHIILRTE
# TrxR1 inh: qHTS Assay for Inhibitors of Mammalian Selenoprotein Thioredoxin Reductase 1 (TrxR1): qHTS | Thioredoxin reductase 1, cytoplasmic (Rattus norvegicus), O89049 | recombinant rTrxR1, NADPH fluorescence consumption, selenite substrate | Potency, µM (series often up to 114 µM), without a hit: top-dose activity change, negative = inhibition, actives largely listed as inhibitors | 1% of 390,000 active | AID 588453, 2011; note: potency is the fitted concentration of half-maximal effect; % is set by controls: 0 for no effect and ±100 for the full control effect; nearly all actives have a fitted effect of over 65% in size
#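 Rat TrxR1 (90 nM in the dispensed reagent) was pre-reduced with 400 uM NADPH for 5 min at room temperature, then incubated with compound for 15 min. After 400 uM selenite was added, NADPH fluorescence (Ex 340/Em 450 nm) was followed for 8 min.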
# TRHR PAM: qHTS for Small Molecule Agonists and Allosteric Enhancers of Human TRH Receptor: Primary Screen for Enhancers | 0.66% of 360,000 active | TRHR cells, fluo-8 calcium fluorescence, EC20 TRH enhancement | AID 493056, 2011 | enhancement, % at 2 µM; in the data active = enhancement above about 30%; note: 0% is about no effect
# Target sequence (P34981 whole entry, looked up): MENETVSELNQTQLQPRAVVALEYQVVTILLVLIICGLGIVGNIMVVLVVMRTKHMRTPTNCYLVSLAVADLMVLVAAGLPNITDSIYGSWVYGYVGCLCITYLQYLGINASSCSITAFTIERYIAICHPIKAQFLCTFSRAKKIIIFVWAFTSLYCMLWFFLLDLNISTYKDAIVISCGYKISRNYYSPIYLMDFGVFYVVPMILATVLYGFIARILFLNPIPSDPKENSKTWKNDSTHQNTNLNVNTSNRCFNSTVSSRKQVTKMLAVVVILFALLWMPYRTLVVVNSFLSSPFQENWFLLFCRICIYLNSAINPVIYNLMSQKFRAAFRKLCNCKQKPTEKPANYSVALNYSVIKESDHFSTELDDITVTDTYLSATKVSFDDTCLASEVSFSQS
#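 Enhancer read-out: after compound pinning and an initial kinetic agonist-mode read, an EC20 of TRH (10 nM final) was injected and fluo-8 calcium signal (Ex 480/Em 530) followed at 1 s/cycle for 100 cycles in TRHR-expressing cells.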
# D2 antagonist: HTS Assay for Allosteric Antagonists of the Human D2 Dopamine Receptor: Primary Screen for Antagonists | D(2) dopamine receptor (Homo sapiens), P14416 | HEK293 TREx D2 cells, calcium flux, dopamine EC80 | AID 485344, 2010 | inhibition, % at 10 µM | 2% of 340,000 active; in the data active = inhibition above about 30%; note: 0% is about no effect
#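 Calcium mobilization kinetics were recorded at 1 s intervals in tetracycline-induced HEK293 T-REx D2 cells, first for 180 s after compound addition and then 180 s after EC80 dopamine.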
# TRHR agonist: qHTS for Small Molecule Agonists and Allosteric Enhancers of Human TRH Receptor: Primary Screen for Agonists | TRHR cells, calcium flux fluo-8, FDSS agonist mode | Thyrotropin-releasing hormone receptor (Homo sapiens), P34981 | 0.18% of 360,000 active | activation, % at 2 µM; in the data active = activation above about 30%; note: 0% is about no effect
#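 Steps: seed TRHR cells overnight; add fluo-8 no-wash Ca dye, RT 30 min–1.5 h; record 10 s baseline; pin-transfer compounds; monitor fluorescence 1 cycle/s for the agonist window. Calcium increases flag candidate agonists.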
# D2 ag: HTS Assay for Allosteric Agonists of the Human D2 Dopamine Receptor: Primary Screen for Agonists; 0.53% of 340,000 active; activation, % at 2 µM; HEK293 T-REx D2 cells, calcium flux agonist mode; AID 485358, 2010; D(2) dopamine receptor (Homo sapiens), P14416;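 active = activation over 3 SD above normal in the single-dose calcium agonist read, cut at about 30% in these data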; note: 0% is about no effect
#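 In this primary screen, compounds producing a positive calcium signal within 180 s of addition to tetracycline-induced, force-coupled HEK293 Trex D2 cells are flagged; cells are dye-loaded with a no-wash calcium kit beforehand.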
# TrxR1 substrate: qHTS Assay for Substrates of Mammalian Selenoprotein Thioredoxin Reductase 1 (TrxR1): qHTS; Thioredoxin reductase 1, cytoplasmic (Rattus norvegicus), O89049; purified TrxR1 substrate turnover, NADPH consumption readout; Potency, µM (doses to about 114 µM), inactives show at the highest dose activity change, negative = substrate turnover; 0.01% of 390,000 active; note: potency is the fitted concentration of half-maximal effect; % is set by controls: 0 for no effect and ±100 for the full control effect; nearly all actives have a fitted effect of over 50% in size
#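 Rat TrxR1, dispensed at 90 nM, was prereduced with 400 uM NADPH (final) for 5 min at ~22 deg C, then incubated with compound 15 min before 400 uM selenite. A first-read NADPH fluorescence drop versus no-compound background flagged substrates.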
# IDH1 R132H inh: qHTS for Inhibitors of mutant isocitrate dehydrogenase 1 (IDH1): qHTS; Isocitrate dehydrogenase [NADP] cytoplasmic (Homo sapiens), O75874; IDH1-R132H enzyme, NADPH consumption, diaphorase/resazurin fluorescence; Potency, µM (titrated, usually from 76.6 µM), without a hit: at the top dose activity change, negative = inhibition, usual class: inhibitors; 0.093% of 390,000 active; AID 602179, 2012; note: potency is the fitted concentration of half-maximal effect; % is set by controls: 0 for no effect and ±100 for the full control effect; nearly all actives have a fitted effect of over 65% in size
# Target sequence (O75874 whole entry R132H, stated change not applied): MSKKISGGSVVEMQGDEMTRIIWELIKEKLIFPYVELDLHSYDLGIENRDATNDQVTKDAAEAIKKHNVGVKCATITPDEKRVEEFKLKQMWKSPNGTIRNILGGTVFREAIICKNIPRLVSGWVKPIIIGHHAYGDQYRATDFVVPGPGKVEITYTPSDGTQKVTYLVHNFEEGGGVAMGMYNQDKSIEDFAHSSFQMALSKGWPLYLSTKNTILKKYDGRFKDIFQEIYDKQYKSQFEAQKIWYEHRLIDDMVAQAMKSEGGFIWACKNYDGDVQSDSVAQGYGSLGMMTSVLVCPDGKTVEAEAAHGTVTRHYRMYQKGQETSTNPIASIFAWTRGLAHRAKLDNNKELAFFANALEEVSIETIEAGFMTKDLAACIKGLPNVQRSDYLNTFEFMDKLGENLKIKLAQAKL
#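 IDH1-R132H (0.5 ug/mL dispensed) in pH 7.5 Tris buffer was preincubated 30 min with compound, then given a substrate mix of 0.016 mM NADPH and 2 mM alpha-KG for 80 min at room temperature; remaining NADPH was read by diaphorase/resazurin fluorescence.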
# USP1 inh: Inhibitors of USP1/UAF1: Primary Screen; Ubiquitin carboxyl-terminal hydrolase 1 (Homo sapiens), O94782; recombinant USP1/UAF1, Ub-Rhodamine cleavage fluorescence; Potency, µM (titrated, usually from 57.1 µM), for inactives: at the top dose activity change, negative = inhibition, hits mostly inhibitors; 0.23% of 390,000 active; note: potency is the fitted concentration of half-maximal effect; % is set by controls: 0 for no effect and ±100 for the full control effect; nearly all actives have a fitted effect of over 60% in size; inactives centre near -12
#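 High-throughput fluorogenic screen: 1nM USP1/UAF1 complex, Ub-Rho substrate 150nM final, 50mM HEPES pH 7.8 with 0.5mM EDTA, 0.1 mg/ml BSA, 1mM TCEP and 0.01% Tween-20.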
# Starred values were filed as active, the others as inactive; ? = inconclusive; . = not tested or not shown; [ ] = another dose, or the depositor's remark. Unless noted, calls come from the whole dose curve; as a rule, active = well fitted inhibition curve with a large enough effect; inconclusive = small, poorly fitted or top-dose-only effect; inactive = no such curve, though single readings can be large or run the other way.
SMILES,Pin1 inhibitor,TrxR1 inh,TRHR PAM,D2 antagonist,TRHR agonist,D2 ag,TrxR1 substrate,IDH1 R132H inh,USP1 inh
Cc1ccc(CNC(=O)c2ccc(-n3c(C)cc4c3CCCC4)cc2)cc1,4%,-34%,31*,.,0.5,1.6,-5%,1%,-5%
CCOC(=O)c1oc2nc(C(C)C)c3c(c2c1N)CC(C)(C)OC3,0%,96%[activator][57.1 µM],5,-18,-0.2,-0.1,292%[activator][57.1 µM],0%,-15%
O=C(NCCCc1ccccc1)C(=O)c1c[nH]c2ccccc12,-12%,1%,2,0,-0.1,-1.1,-4%,20%,-17%
Cc1ccc2c(CN3CCOCC3)cc(=O)oc2c1C,0%,-5%,-12,11,0.6,0.7,-4%,1%,-2%
COc1ccc(OC)c(NC(=O)c2cccn2-c2nnc(N3CCCCC3)s2)c1,-1%,22%[57.1 µM],3,.,-0.5,-0.3,3%[57.1 µM],32%[activator],4%
CCOC(=O)C1(Cc2cccc(OC)c2)CCCN(Cc2ccc(NC(C)=O)cc2)C1 (configuration not stated),-2%,12%,8,-6,-0.5,-0.2,-4%,14%,-16%
CC(=O)c1cccc(NC(=O)C(CC(C)C)NS(=O)(=O)c2ccc3c(c2)CCN3C(C)=O)c1 (configuration not stated),-3%,9%,6,.,-0.5,-0.1,-1%,0%,?
CC(=O)Nc1ccc(C(=O)NN2C(=O)NC3(CCCCC3)C2=O)cc1,-10%,-3%[57.1 µM],7,-3,0.4,0.7,-3%[57.1 µM],3%,-1%
CCOc1ccc(CNC(=O)CN2N=C(c3ccccc3)CCC2=O)cc1OC,-7%,?,4,.,0.0,0.6,4%[57.1 µM],14%,8%
Cc1cccc(NC(=O)CSc2nc3ccc(NC(=O)c4ccco4)cc3s2)c1,38%[activator],?,-1,.,0.4,-0.4,19%,-9%,?
Cc1ccc(S(=O)(=O)N2CCCCC2)cc1NC(=O)CCNC(=O)c1ccc([N+](=O)[O-])cc1,-2%,18%[57.1 µM],22,14,-0.1,-2.0,10%[57.1 µM],3%,-23%
COc1ccccc1N1CCN(S(=O)(=O)c2ccc(F)cc2)CC1,-1%,11%,-2,-9,0.2,0.3,4%,15%,-9%
CC(C)c1ccc(S(=O)(=O)N2CCN(C(=O)CN3C(=O)NC(C)(c4ccccc4)C3=O)CC2)cc1 (configuration not stated),-1%,-1%,-7,-12,0.2,-0.2,0%,-2%,?
CC1(C2CC2)NC(=O)N(CC(=O)Nc2ccc(SC(F)F)cc2)C1=O (configuration not stated),-7%,28%,.,.,.,.,1%,-10%,-3%
CN(c1ccc(Cl)cc1)S(=O)(=O)c1nnc(NC(=O)C(C)(C)C)s1,-1%,18%,8,-3,0.4,-1.5,1%,-11%,-19%

# Record cards (already shown).
# Entry for Cc1ccc(S(=O)(=O)N2CCCCC2)cc1NC(=O)CCNC(=O)c1ccc([N+](=O)[O-])cc1 → Pin1 inhibitor = -2%; TrxR1 inh = 18%[57.1 µM]; TRHR PAM = 22; D2 antagonist = 14; TRHR agonist = -0.1; D2 ag = -2.0; TrxR1 substrate = 10%[57.1 µM]; IDH1 R132H inh = 3%; USP1 inh = -23%
# Entry for COc1ccccc1N1CCN(S(=O)(=O)c2ccc(F)cc2)CC1 → Pin1 inhibitor = -1%; TrxR1 inh = 11%; TRHR PAM = -2; D2 antagonist = -9; TRHR agonist = 0.2; D2 ag = 0.3; TrxR1 substrate = 4%; IDH1 R132H inh = 15%; USP1 inh = -9%

# (further entries)
SMILES,Pin1 inhibitor,TrxR1 inh,TRHR PAM,D2 antagonist,TRHR agonist,D2 ag,TrxR1 substrate,IDH1 R132H inh,USP1 inh
CN(CC(=O)NCc1ccc(Cl)cc1)S(=O)(=O)c1ccc2[nH]c3c(c2c1)CCCC3,8%,11%,6,.,0.2,0.5,0%,6%,-20%
O=C(N/N=C/c1ccccc1)c1sccc1OCc1ccc(F)cc1,7%,-4%,0,-8,-0.1,0.0,-9%,22%,-7%
COc1cc(S(=O)(=O)NC2CCSc3ccccc32)ccc1NC(C)=O (configuration not stated),-7%,5%,2,6,-1.8,-1.5,2%,9%,-19%
Fc1ccc(NC(=S)N2CCc3[nH]c4ccccc4c3C2)cc1,-2%,11%,0,-1,1.5,9.0,1%,3%,-15%
CC(C)C(NS(=O)(=O)c1ccc2c(c1)Cc1cc(S(=O)(=O)NC(C(=O)O)C(C)C)ccc1-2)C(=O)O (configuration not stated),?,3%[57.1 µM],-4,-1,0.4,0.5,7%[57.1 µM],0%,-19%
Cn1c(-c2cccc([N+](=O)[O-])c2)cnc1NCc1ccc(C#N)cc1,9%,4%,2,-11,0.0,-0.4,-3%,-1%,-20%
CCN(CC)CCSc1nc2ccc(OC)cc2[nH]1,-1%,25%,6,.,-0.2,.,-3%,-13%,-11%
Cc1ccc(SCC(=O)NC(=O)NCc2ccco2)c(C)c1,10%,?,11,-7,0.0,0.5,-10%,1%,-3%
O=C(N/N=C/c1cccs1)c1c[nH]c2ccccc12,-5%,-14%,4,33*,-0.7,-1.2,-13%,5%,-9%
Brc1c(OCCOCCn2cncn2)ccc2ccccc12,-4%,3%,-1,2,0.0,0.1,-1%,7%,-19%
Cc1nc2nc(C)c(CCC(=O)NCCc3ccccc3)c(C)n2n1,6%,16%,-4,.,-0.1,-1.0,4%,-11%,-24%
CCCC(C(=O)NC(C)(C)C)N(C(=O)c1snc(C(N)=O)c1N)c1ccc2c(c1)OCCO2 (configuration not stated),13%,-4%[57.1 µM],4,0,-0.7,0.2,-4%[57.1 µM],-6%,-13%
CC1CCC(NS(=O)(=O)c2ccc(Cl)s2)CC1 (configuration not stated),0%,-12%,6,-4,-0.6,-0.3,-5%,5%,-14%
O=c1c2[nH]c3ccccc3c2ncn1CCC1=CCCCC1,-3%,-1%[57.1 µM],-6,-24,-0.3,-1.0,-5%[57.1 µM],0%,3%
COc1ccc2[nH]c(C(=O)N3CCc4ccccc4C3)c(C)c2c1,-4%,-1%,-2,7,0.5,1.4,4%,-8%,-17%
CCOC(=O)CNC(=O)N1CCCC(CNS(=O)(=O)c2cccs2)C1 (configuration not stated),-7%,1%[11.4 µM],0,-10,1.0,0.6,2%[11.4 µM],-8%,-13%
COc1cccc(CN(C)C(=O)c2cccc(NC(=O)CC3SC(N4CCCCC4)=NC3=O)c2)c1OC (configuration not stated),26%,8%,6,22,0.7,-0.5,-7%,-10%,-16%
O=C(Nc1ccccc1Cl)NC1(C(=O)N2CCCC2)CCCCC1,-8%,5%,5,-14,0.0,-0.2,-2%,6%,-11%
COC(=O)c1ccccc1NC(=O)CN(Cc1ccc(Cl)cc1)S(C)(=O)=O,-7%,30%[57.1 µM],1,24,-0.3,-1.7,17%,4%,1%
COc1cc(CCCN2CCNC[C@H]2Cc2cccc3ccccc23)cc(OC)c1OC,4%,7%,.,.,.,.,5%,-2%,-24%
CCOc1ccc(C(=O)Nc2nnc(SCc3cc(=O)n4ccccc4n3)s2)cc1,4%,14%[57.1 µM],7,.,-0.1,.,5%[57.1 µM],2%,13%
O=c1[nH]c(CSc2nnnn2-c2ccc(Cl)cc2)nc2ccccc12,?,18%,3,.,0.4,.,3%,-8%,-24%
O=C(COC(=O)/C=C/c1cccc(Br)c1)NCc1cccs1,-4%,10%,.,.,.,.,-3%,-7%,-13%
Cc1ccc(N2C(=O)N(CC(=O)c3cc(C)ccc3C)C(=O)C2C)cc1 (configuration not stated),3%,-12%,3,-19,0.7,1.3,-10%,1%,-9%
Cc1[nH]c2ccc(Cl)cc2c(=O)c1CN1CCCC1,-3%,6%,27,1,-0.1,0.1,2%,6%,-11%
CCC(C)[C@H](NC(=O)OC(C)(C)C)C(=O)NCC1CCC(C(=O)N[C@@H](Cc2ccccc2)C(=O)O)CC1 (some centres not stated),-6%,-24%,3,-16,0.0,-0.2,-12%,3%,-8%
Cc1nc(SCC(=O)N2CCCCC2)c2c(C)c(C)sc2n1,33%[activator],-4%[57.1 µM],1,4,0.4,0.9,-5%[57.1 µM],-7%,-12%
Cc1ccc(OC(C)C(=O)Nc2nonc2-c2ccc(Br)cc2)cc1C (configuration not stated),6%,3%,1,.,0.4,0.9,-5%,.,?
COc1ccccc1CNC(=O)Cn1cccc1,4%,-30%,2,-35,-0.5,0.1,-14%,2%,-16%
Cc1ccc(C(O)c2nccn2C)o1 (configuration not stated),?,7%,6,12,-0.1,1.0,-4%,4%,-5%
COc1ccc(CNc2nc3c(S(=O)(=O)c4ccccc4)nnn3c3ccc(Cl)cc23)cc1,-2%,44%[activator],1,.,0.4,0.0,34%,-5%,7%
CN(C)CCCOC(=O)c1ccccc1,-10%,16%,-3,-14,-1.7,0.5,8%,0%,10%
CC(C)c1ccc(C(=O)NNC(=O)c2ccncc2)cc1,-9%,-12%,1,23,0.8,0.3,-7%,0%,-8%
COc1ccccc1NC(=O)c1ncoc1-c1ccco1,-2%,4%[57.1 µM],9,.,-0.5,0.1,25%[57.1 µM],-13%,-8%
COc1ccc(NC(=O)c2ccc(N(C)S(C)(=O)=O)cc2)cc1OC,-3%,26%,3,18,0.4,-0.2,7%,2%,0%

# Only part of the results is shown, so the mix of outcomes need not match the whole.
